# Bioassay records from PubChem BioAssay.
# S1P1 ag pot – S1P1 agonists and agonism potentiators, primary screen, cell-based, primary and confirmation screens, CRE-bla reporter; Sphingosine 1-phosphate receptor 1 (Homo sapiens), P21453; S1P1 CRE-bla cells, forskolin, beta-lactamase FRET, potentiator mode; S1P1 agonist co-added at EC20, 2 nM; 100% = saturating reference agonist, 0% = basal; activation, % at 9.5 µM; 0.57% of 56,000 active; AID 449, 2006;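 active = activation above a cutoff set at the mean activation of all tested compounds plus 3 SD, cut at about 54% in these data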;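 also: forskolin at 4 µM as EC80 and the EC20 agonist is SEW2871; 100% = SEW2871 at its EC100 plus forskolin at EC80; some compounds past the cut are filed as inactive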
# Jurkat viability – cytotoxicity toward Jurkat T cells, primary screen, cytotoxicity control, cell-based, Jurkat E6.1, 60K MLSMR library. Jurkat E6.1 viability, ATP luminescence, 48 h. inhibition, % at 4 µM. 1.2% of 56,000 active. AID 463, 2006;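 active = inhibition above the mean inhibition of all tested compounds plus 3 SD, cut at about 28% in these data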
# HTR1E antagonist – 5-HT1E receptor antagonists, primary screen, cell-based, HTS | 5-hydroxytryptamine receptor 1E (Homo sapiens), P28566 | inhibition, % at 6 µM | 0.99% of 65,000 active | CHO 5-HT1E Ga15 NFAT-bla reporter, FRET, antagonist | AID 571, 2007;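 active = inhibition above a set limit, the mean inhibition across every tested compound plus 3 SD, cut at about 29% in these data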;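 also: signal is the 460 over 535 nm emission ratio of beta-lactamase substrate; 0% = agonist plus DMSO wells and 100% = wells without agonist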
# Target sequence (P28566 whole entry, looked up): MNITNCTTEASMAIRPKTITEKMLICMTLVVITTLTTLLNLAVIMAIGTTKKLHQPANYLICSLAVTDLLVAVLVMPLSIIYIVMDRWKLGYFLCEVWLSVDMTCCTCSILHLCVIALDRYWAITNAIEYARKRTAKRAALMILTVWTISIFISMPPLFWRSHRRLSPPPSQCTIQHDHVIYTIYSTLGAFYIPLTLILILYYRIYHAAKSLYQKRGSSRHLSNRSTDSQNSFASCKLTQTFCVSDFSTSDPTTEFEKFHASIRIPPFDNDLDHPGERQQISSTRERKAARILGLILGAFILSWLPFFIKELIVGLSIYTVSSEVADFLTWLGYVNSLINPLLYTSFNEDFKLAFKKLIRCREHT
# M1 antagonist – antagonists of rat M1 muscarinic receptor. Muscarinic acetylcholine receptor M1 (Rattus norvegicus), P08482. CHO-M1 cells, Fluo-4 calcium, ACh EC80 antagonist mode; stronger effect = lower value. B-score at 10 µM. 3.4% of 64,000 active. AID 628, 2007;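 active = calcium fluorescence response, raw or row-and-column corrected B-score, differing from the plate sample mean either way at a set confidence level, mostly lower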
# Target sequence (P08482 whole entry, looked up): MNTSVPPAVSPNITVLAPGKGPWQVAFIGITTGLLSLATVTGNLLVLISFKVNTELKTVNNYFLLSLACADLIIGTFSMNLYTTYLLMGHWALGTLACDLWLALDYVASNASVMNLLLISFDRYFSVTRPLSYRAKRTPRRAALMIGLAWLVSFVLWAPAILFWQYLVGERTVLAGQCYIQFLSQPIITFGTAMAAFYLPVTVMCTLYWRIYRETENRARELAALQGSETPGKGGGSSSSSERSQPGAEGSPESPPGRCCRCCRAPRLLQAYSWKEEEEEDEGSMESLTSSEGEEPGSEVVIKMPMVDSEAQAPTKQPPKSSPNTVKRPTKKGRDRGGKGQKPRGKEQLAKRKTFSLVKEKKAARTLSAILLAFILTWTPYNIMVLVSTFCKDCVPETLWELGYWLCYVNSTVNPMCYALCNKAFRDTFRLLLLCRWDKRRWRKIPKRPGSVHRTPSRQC
# S1P3 ag – human S1P3 receptor agonists, primary screen, cell-based, primary and confirmation, NFAT-BLA reporter | Sphingosine 1-phosphate receptor 3 (Homo sapiens), Q99500 | S1P3 NFAT-BLA reporter cells, agonism, FRET ratio; relative to 1 µM S1P, basal subtracted | activation, % at 4.5 µM | 0.1% of 60,000 active;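 active = activation above the screen-wide mean plus 3 SD, cut at about 4.5% in these data, passing the limit was not always enough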; also: some compounds called inactive have numbers as strong as hits
#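 material = human S1P3 NFAT-BLA reporter CHO cells | schedule = 4 h compound at 37 °C, 2 h substrate at RT | measured by = fluorescent BLA substrate, ex 405 nm, em 460/535 nm ratio | controls = 1 µM S1P reference | replication = primary once, confirmation triplicate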
# HTR1E agonist – 5-HT1E receptor agonists, primary screen, cell-based, HTS | 0.69% of 65,000 active | CHO 5-HT1E Ga15 NFAT-bla reporter, FRET; 0% DMSO wells, 100% control agonist wells | AID 574, 2007 | activation, % at 6 µM;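 active = activation above a set limit, the screen-wide mean activation plus 3 SD, cut at about 8.5% in these data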;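 also: 100% = positive control agonist at 1 µM giving full maximal response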
# HEK293 NFkB inh – inhibitors of PMA/ionomycin-induced NF-kB reporter, primary screen, antigen receptor NF-kB inhibitor project, cell-based, HEK-293 luciferase reporter, luminescence | HEK-293 NF-kB luciferase reporter | 0.21% of 62,000 active | inhibition, % at 3 µM;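 active = inhibition above the mean of all tested compounds plus 3 SD, cut at about 40% in these data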;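 also: 0% = stimulated DMSO wells and 100% = 10 µM reference inhibitor 5653914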
#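 Reagent: PMA plus ionomycin mix as NF-kB-activating stimulus. Assay system: NF-kB luciferase reporter HEK-293 cells. Technique: luminescence from luciferase substrate reagent. Incubation: 1 h compound pre-incubation, 16 h PMA/ionomycin at 37 °C. Benchmarks: DMSO only as uninhibited control, 10 µM reference inhibitor as full inhibition. Repeats: tested once.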
# M1 agonist – M1 muscarinic receptor agonists, primary screen, CHO-M1 cells, Fluo-4 calcium, agonist mode; B-score at 10 µM; Muscarinic acetylcholine receptor M1; Fluo-4 calcium fluorescence; stronger effect = higher value; 3% of 64,000 active;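 active = fluorescence rise, raw or as B-score row- and column-corrected plate score, outside the 99.7% band of its plate's samples, either direction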
# HER2 expr 66K – inhibitors of Her2 protein expression, primary screen, SKBR-3 cells, AlphaScreen, 66K library; Receptor tyrosine-protein kinase erbB-2 (Homo sapiens), P04626; SKBR-3 HER2 protein level, 18-24 h; stronger effect = lower value; HER2 level % of control, % at 10 µM; 0.69% of 65,000 active;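 active = HER2 level under 5% of the carrier-only control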;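 also: 100% = DMSO carrier and 0% = 500 nM PU-H71 HSP90 inhibitor; lower value means stronger loss of Her2 protein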
# * = called active by the depositor; / = not tested or not shown.
SMILES,S1P1 ag pot,Jurkat viability,HTR1E antagonist,M1 antagonist,S1P3 ag,HTR1E agonist,HEK293 NFkB inh,M1 agonist,HER2 expr 66K
CCN1C(=O)N(CC)C2C1N(C(C)=O)C(=O)N2C(C)=O (centres undefined),-12.4,-4.5,4.2,0.167,-0.6,-0.1,14.6,0.77,104.6
O=C(CCCn1c(=O)[nH]c2ccccc2c1=O)N1CCN(c2ccccn2)CC1,14.6,4.7,7.9,0.832,-1.2,0.2,12.6,-0.292,54.4
CC(=O)Nc1ccc(S(=O)(=O)NCC2CCC(C(=O)NCCCN3CCCC3=O)CC2)cc1 (centres undefined),-30.4,2.3,-2.1,0.51,0.3,0.3,-5.8,0.711,106.5
COc1ccc(S(=O)(=O)N2CCN(Cc3cccc(Cl)c3)CC2)cc1,23.9,-22.5,5.3,-0.986,-1.0,-0.1,21.1,0.182,80.2
COc1ccc(CCNC(=O)C2CCN(S(C)(=O)=O)CC2)cc1OC,/,-8.0,0.1,-0.0997,-0.4,0.9,21.2,0.0214,63.0
CC(=O)Nn1cc2c(c1-c1ccccc1)c(=O)n(C)c(=O)n2C,-13.0,-4.1,-5.2,-0.337,1.6,0.2,-6.2,-0.925,154.4
CCn1c(SCC(=O)n2c(C)c(C)c3ccccc32)nnc1-c1ccco1,-13.7,-1.1,-0.5,0.879,-1.2,0.8,-6.7,-0.319,76.7
Cc1ccc(-n2nnc3c(=O)n(CC(=O)NCC4CCCO4)cnc32)cc1 (centres undefined),-26.5,-5.9,-10.0,-0.0593,-0.2,0.8,14.0,-0.105,105.4
Cc1noc(C)c1COC(=O)c1ccccc1Sc1ccccc1C#N,-2.1,12.3,4.1,0.544,-1.2,0.0,4.6,0.136,88.4
COC(=O)C(NC(=O)c1ccccc1)=C1CCCCC1,-35.3,-0.1,0.1,-0.515,-1.3,-0.5,22.8,1.24,115.3
O=C(NCc1ccccc1)c1cnc2n(c1=O)CCS2,-8.9,2.5,-0.4,0.365,-0.6,1.5,10.6,-0.214,98.6
COc1ccc(Cn2c(=O)c3c(nc(NCCO)n3C)n(C)c2=O)cc1,-3.5,/,-11.0,-0.716,-1.1,-0.4,/,-0.998,112.2
COc1cccc(OC)c1C(=O)N1CCN(Cc2ccc3c(c2)OCO3)CC1,-11.1,-10.0,7.5,0.34,-1.6,-0.5,10.1,0.0188,80.3
COc1ccc(COC(=O)c2nc3nc(C)cc(C)n3n2)cc1F,-5.5,-7.3,-7.4,0.317,1.0,0.5,-2.9,-0.407,89.6
COc1ccc(N(CC(=O)NC2CCCC2)C(=O)c2ccc(N3CCCCC3)nc2)cc1,-3.8,2.9,-10.6,-0.684,-0.4,-1.4,22.7,0.0866,98.5
CCOc1ccc(S(=O)(=O)n2c(C)nc3ccccc32)cc1,-17.6,10.1,-4.2,-2.57*,-0.4,-0.8,10.0,-0.0734,91.3
Cc1ccc2nc3c(cc(C(N)=S)c(=N)n3CCCOC(C)C)c(=O)n2c1,-15.1,5.4,0.1,-0.19,-0.9,2.0,3.9,-0.389,110.5
CC1CCCN(C(=O)COC(=O)c2n[nH]c3ccccc23)C1 (centres undefined),5.3,-5.7,3.3,-9.56*,-1.5,-1.1,-11.0,0.163,64.2
COc1cccc(C2C=C(c3ccc(Br)s3)Nc3ncnn32)c1OC (centres undefined),3.1,6.5,18.1,-0.959,-0.2,-0.6,15.1,17.6*,65.8
CCOC(=O)c1sc(NC(=O)COC(=O)c2ccco2)nc1C,-4.0,-2.2,23.2,0.563,-1.1,-0.3,11.4,-1.41,54.8
COCC(C)NC(=O)NC(=O)c1ccc(Cl)cc1 (centres undefined),-9.2,-5.5,-1.2,-0.0373,0.8,0.3,9.8,-0.169,103.7
Cc1cnc(NC(=O)CSc2nnc(CNc3ccc(F)cc3)n2CC2CCCO2)s1 (centres undefined),1.1,1.3,-9.7,-0.493,-0.4,-0.9,8.2,-0.0418,120.1
CC1CCCN(c2nc3c(c(=O)[nH]c(=O)n3C)n2Cc2ccccc2Cl)C1 (centres undefined),-40.2,6.7,8.2,0.0886,-0.7,1.7,5.9,1.1,45.2
CCOc1ccccc1NC(=O)CSc1nnnn1-c1ccc(C(=O)OC)cc1,8.8,-1.9,-3.5,-0.076,0.2,0.1,6.4,0.959,119.1
CC(C)NC(=O)c1cc(C(=O)c2cc(Cl)ccc2O)coc1=N,29.5,5.5,2.6,-0.67,-0.7,-0.4,15.3,-0.914,93.0

# Next part
SMILES,S1P1 ag pot,Jurkat viability,HTR1E antagonist,M1 antagonist,S1P3 ag,HTR1E agonist,HEK293 NFkB inh,M1 agonist,HER2 expr 66K
O=C(O)c1ccc2c(c1)N(Cc1ccccc1F)C(=O)c1ccccc1S2=O (centres undefined),-20.2,2.9,-1.7,-0.204,-0.3,0.7,11.8,-0.1,92.6
Cc1onc(-c2ccccc2)c1C(=O)Nc1ccc2c(c1)OCO2,-6.6,7.1,3.6,-0.493,-0.3,0.4,10.6,-0.287,97.4
CCc1ccccc1NC1=NCC(=O)N1Cc1ccc(OC)cc1,/,/,9.7,-0.434,/,-0.3,4.8,-0.101,55.1
Cc1cc(C)n(C(=O)CN2C(=O)CCC2=O)n1,-9.6,/,-12.3,0.264,-0.8,-0.2,/,-0.302,105.1
CCCCSc1nnc(CCC)n1N,-11.5,0.8,1.1,0.264,0.1,-0.9,14.3,1.54,97.3
N#Cc1c2n(c3c(=O)n(Cc4ccc(Cl)cc4)cnc13)CCCC2,/,1.5,8.7,-0.259,0.2,-0.7,15.1,-0.606,72.0
O=C(CSc1nnnn1-c1ccccc1)CC(=O)Nc1ccc(Cl)cc1,20.0,0.1,-3.5,0.104,0.5,0.5,5.6,0.796,58.7
Cc1ccc(NC(=O)C2CCCN(S(=O)(=O)c3c(C)noc3C)C2)nc1 (centres undefined),-0.5,-1.1,0.6,0.376,-0.1,-0.6,20.3,-0.512,67.7
N#CCCSCc1ccc(OCC(=O)O)cc1,-1.4,/,-1.3,-0.0271,-3.1,0.4,/,0.149,95.4
COc1cc(Cn2ccnc2)c(OC)cc1Cn1ccnc1,0.2,/,-10.8,0.527,-2.1,-0.2,/,0.152,102.4
O=C(CN1CCC(n2nnc3cc(F)ccc32)CC1)NCCc1nc2ccccc2[nH]1,-25.4,7.3,0.9,-0.392,-0.3,-0.5,14.7,0.217,100.5
Clc1ccc(-c2nn3c(C4COc5ccccc5O4)nnc3s2)cc1 (centres undefined),-3.6,-14.0,-7.0,1.71,-1.0,0.2,8.9,1.26,216.8
Cc1cc(C)cc(N(C(=O)CNC(=O)c2ccco2)C(C(=O)NC2CCCC2)c2cccnc2)c1 (centres undefined),1.6,-3.0,4.9,-0.174,0.1,-0.5,10.1,0.999,106.4
COc1ccc(-c2noc(Cc3ccccc3OC)n2)cc1,-2.6,-3.3,-9.5,-0.391,1.0,-0.1,-4.8,-0.0121,107.3
O=C(Cn1nnc2c(cnn2-c2ccc(F)cc2)c1=O)c1ccccc1F,6.3,-0.5,6.3,0.204,-0.5,-0.3,12.4,0.0752,71.1
CCCC1C(C(=O)OCC)=C(C)NC(C)=C1C(=O)OCC,-11.7,1.0,13.9,-0.298,-0.2,0.3,10.1,0.464,103.6
COCCN(Cc1cc2cccc(C)c2[nH]c1=O)C(=O)c1ccccc1,-8.7,1.1,-2.1,0.291,-0.4,1.2,5.7,-0.278,79.1
C1CCCN(CCCCN2CCCCCC2)CC1,10.9,/,-7.3,-1.14,-4.4,-0.6,/,-0.309,95.6
Cc1ccc(C)c(N2CCN(S(=O)(=O)c3ccc4c(c3)CCC(=O)N4)CC2)c1,5.1,1.5,-9.9,1.31,0.1,-0.1,12.4,1.98,76.6
O=C(Nc1nccs1)C1CCCN(S(=O)(=O)c2cccnc2)C1 (centres undefined),-11.4,-3.2,4.6,0.0447,0.9,0.1,7.8,-0.187,121.1
Cc1ccccc1-n1nc2c(c1NC(=O)c1ccc(S(=O)(=O)N(C)C)cc1)CSC2,-9.1,0.3,12.1,0.342,-0.7,0.2,13.1,0.0692,79.3
CCCc1nc(N)c(C#N)c(-c2ccco2)c1CC,/,2.2,20.4,-1.2,-0.3,0.9,8.0,-0.273,89.9
CCCCn1c(SCC(=O)Nc2cc(NC(=O)c3ccco3)ccc2C)nc2ccccc2c1=O,13.6,-4.0,14.4,0.198,-1.4,0.3,19.3,0.154,-15.9*
COc1ccc(S(=O)(=O)CCC(=O)NCCc2ccc(S(N)(=O)=O)cc2)cc1,-10.4,-1.1,-3.1,0.572,0.5,-0.5,-0.8,-0.0647,116.2
COc1ccc(C2=NCC(CSc3nnnn3C)S2)cc1 (centres undefined),1.2,-6.0,0.7,-0.337,-0.7,-1.2,-0.2,0.343,146.6
O=C(COc1ccccc1)Nc1nn[nH]n1,-22.8,-4.6,-11.6,0.0488,0.5,-0.3,13.9,-0.00478,89.1
O=C(c1ccco1)N1CCN(CC(=O)N(C2CCCCC2)C2CCS(=O)(=O)C2)CC1 (centres undefined),-2.2,0.3,16.6,-0.000144,-0.5,-0.8,16.5,1.21,97.5

# Pulled by structure from above, six records:
SMILES,S1P1 ag pot,Jurkat viability,HTR1E antagonist,M1 antagonist,S1P3 ag,HTR1E agonist,HEK293 NFkB inh,M1 agonist,HER2 expr 66K
CCc1ccccc1NC1=NCC(=O)N1Cc1ccc(OC)cc1,/,/,9.7,-0.434,/,-0.3,4.8,-0.101,55.1
Cc1cc(C)cc(N(C(=O)CNC(=O)c2ccco2)C(C(=O)NC2CCCC2)c2cccnc2)c1 (centres undefined),1.6,-3.0,4.9,-0.174,0.1,-0.5,10.1,0.999,106.4
O=C(Nc1nccs1)C1CCCN(S(=O)(=O)c2cccnc2)C1 (centres undefined),-11.4,-3.2,4.6,0.0447,0.9,0.1,7.8,-0.187,121.1
COc1ccc(-c2noc(Cc3ccccc3OC)n2)cc1,-2.6,-3.3,-9.5,-0.391,1.0,-0.1,-4.8,-0.0121,107.3
CCCc1nc(N)c(C#N)c(-c2ccco2)c1CC,/,2.2,20.4,-1.2,-0.3,0.9,8.0,-0.273,89.9
COc1cc(Cn2ccnc2)c(OC)cc1Cn1ccnc1,0.2,/,-10.8,0.527,-2.1,-0.2,/,0.152,102.4
